Source: PubChem (National Center for Advancing Translational Sciences (NCATS))
HEK293 tox: cytotoxicity counter-screen for GLP-1 receptor inverse agonists | HEK293 cAMP-luciferase reporter cells, luminescence, 24 h | Potency, µM (highest dose often 38.3 µM), for inactives: top-dose activity change, negative = inhibition, actives largely listed as inhibitors | 0.13% of 410,000 active | AID 624418;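 further: loss of luciferase light is scored as toxicity; potency means the concentration at half of the fitted maximal effect; on the % scale 0 is the no-effect control and ±100 the full control effect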
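Compound-treated cells are incubated 24 hr at 37 deg C under 5% CO2 after a 12 hour attachment period, then luciferase detection reagent is added and luminescence is measured following 12 min at room temperature; lowered signal indicates toxicity.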
MCF10A rereplic: inducers of DNA re-replication in MCF 10A breast cells; 2.9% of 350,000 active; Potency, µM (doses to about 46.1 µM), without a hit: at the highest dose activity, positive = re-replication, most hits filed as activators; MCF 10A DNA re-replication, Hoechst nuclear intensity, 48 h; AID 624296; further: potency means the concentration at half of the fitted maximal effect; % of control where 0% means no effect; nearly all actives have a fitted effect of over 50% in size
KB-3-1 tox: KB-3-1 parental cell cytotoxicity; 1.4% of 400,000 active; AID 1347075; KB-3-1 viability, CellTiter-Glo ATP luminescence, 72 h; Potency, µM (titrated, usually from 46.1 µM), for the others: at the highest dose activity change, negative = cytotoxic, most hits filed as cytotoxic; further: potency means the concentration at half of the fitted maximal effect; on the % scale 0 is the no-effect control and ±100 the full control effect; nearly all actives have a fitted effect of over 60% in size
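Cytotoxicity measured as CellTiter-Glo luminescence after 72 h at 37 C. Compound titrations were pinned onto drug-naive KB-3-1 parental adenocarcinoma cells grown in DMEM with 10% FBS, and normalized data fitted to concentration-response curves.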
KB-V1 MDR tox: kills drug-selected multidrug resistant KB-V1 cells; KB-V1 MDR cells viability, CellTiter-Glo, 72 h; Potency, µM (doses to about 46.1 µM), for inactives: at the top dose activity change, negative = cytotoxicity, usual class: cytotoxic; 3.4% of 400,000 active; AID 1347076; further: potency means the concentration at half of the fitted maximal effect; on the % scale 0 is the no-effect control and ±100 the full control effect; nearly all actives have a fitted effect of over 60% in size
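Following 72 h at 37 degrees C with compound, KB-V1 cell viability was read by CellTiter-Glo luminescence, medium being phenol-red-free DMEM plus 10% FBS; concentration-response parameters came from normalized, curve-fitted qHTS data.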
IL1B secr inh: blocks inflammasome-driven IL-1 beta release | THP-1 LPS/ATP IL-1B secretion, AlphaLISA, 16 h; hits give low values | activity change, % at 57.5 µM | 4.7% of 360,000 active | AID 743279; in the data active means activity change below about -50%; inconclusive means mostly about -30% to -49%; further: on the % scale 0 is the no-effect control and ±100 the full control effect
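Secreted IL-1B measured by AlphaLISA bead assay after 16 h compound exposure of THP-1 cells; compounds (final up to 57.5 uM) added 1 h before LPS (250 ng/mL) and ATP (1.25 mM) stimulation; lower signal means less secretion.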
HT1080 IDH1KD tx: HT-1080 IDH1 knockdown cell toxicity (counter line) | HT-1080 IDH1 knockdown viability, ATP luminescence, 48 h | Potency, µM (doses to about 46.1 µM), inactives show top-dose activity, negative = toxicity, most hits filed as cytotoxic | 2% of 360,000 active | AID 686971;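 further: potency means the concentration at half of the fitted maximal effect; 0% = DMSO wells and -100% = cell-free medium wells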
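In this qHTS, HT-1080 cells depleted of IDH1 are exposed for 48 h at 37 °C to compound titrations. Toxicity is scored from CellTiter-Glo luminescence, with DMSO as full viability and medium alone as none.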
HT1080NT lethal: kills 2HG-producing HT-1080-NT fibrosarcoma cells | Potency, µM (highest dose often 46.1 µM), inactives show at the highest dose activity, negative = less viability, actives largely listed as cytotoxic | 1.6% of 360,000 active | HT-1080-NT fibrosarcoma viability, CellTiter-Glo ATP luminescence, 48 h;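 further: NT is the 2HG producing partner of a matched IDH1 knockdown line; potency means the concentration at half of the fitted maximal effect; 0% = DMSO-treated cells and -100% = media-only wells without cells; nearly all actives have a fitted effect of over 55% in size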
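Toxicity toward the 2HG-producing NT line was scored as %Activity, normalised to DMSO and no-cell wells, from CellTiter-Glo luminescence after 48 hours' treatment.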
SW480 rereplic: DNA re-replication induction in SW480 cells; SW480 DNA re-replication, Hoechst DNA content imaging, 48 h; Potency, µM (series often up to 46.1 µM), for the others: at the highest dose re-replication activation, most hits filed as activators; 1.8% of 340,000 active; further: potency means the concentration at half of the fitted maximal effect; % of control where 0% means no effect; nearly all actives have a fitted effect of over 55% in size
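DNA re-replication was detected as more nuclei of elevated Hoechst intensity after 48 hr exposure to compound (23 nL pinned per well of 250 cells).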
DRD3 agonist: agonists of human D3 dopamine receptor; P35462; D3R DiscoveRx beta-arrestin cells, luminescence, 90 min; max activation, %; 0.58% of 410,000 active; AID 652048; in the data active means max activation above about 30%; further: 0% is about no effect; mostly tested at two doses, the higher about 12 µM
Target sequence (P35462 whole entry, looked up): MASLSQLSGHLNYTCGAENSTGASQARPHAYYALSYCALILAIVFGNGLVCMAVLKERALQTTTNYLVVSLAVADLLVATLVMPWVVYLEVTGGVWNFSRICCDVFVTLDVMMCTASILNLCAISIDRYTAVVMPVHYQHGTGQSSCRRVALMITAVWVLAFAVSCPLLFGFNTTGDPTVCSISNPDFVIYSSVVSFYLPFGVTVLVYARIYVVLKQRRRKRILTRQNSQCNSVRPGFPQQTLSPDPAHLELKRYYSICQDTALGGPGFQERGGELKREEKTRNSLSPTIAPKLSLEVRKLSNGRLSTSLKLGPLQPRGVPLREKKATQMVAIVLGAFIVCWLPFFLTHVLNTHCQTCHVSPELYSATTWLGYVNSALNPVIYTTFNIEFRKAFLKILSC
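Agonist mode: compounds and dopamine controls were applied to plated cells for 90 min at 37 degrees C after an overnight attachment at 1500 cells/well. Luminescent read-out followed 30 - 60 minutes at room temperature with DiscoveRx detection reagent.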
Active calls of the source: *; i = inactive; ? = inconclusive; . = no result given; & = joins results of further samples; ! = repeats disagree; [ ] = dose if it differs, or a comment. Unless noted, the call rests on the fitted dose curve; in most records, active means well fitted curve in the direction sought with a large enough effect; inconclusive means small, poorly fitted or top-dose-only effect, or another doubt; inactive means no such curve, though single readings can be large; an effect the other way counts as inactive or inconclusive.

SMILES | HEK293 tox | MCF10A rereplic | KB-3-1 tox | KB-V1 MDR tox | IL1B secr inh | HT1080 IDH1KD tx | HT1080NT lethal | SW480 rereplic | DRD3 agonist
NNC(=O)CNC(=O)c1ccc(F)cc1 | ? | -1.0% | -1.9% | 8.1% | 0.0 | 14.9% | 6.8% | -2.8% | 4.1
O=C(NCCSc1c(-c2ccc(Br)cc2)[nH]c2ccccc12)c1ccc(S(=O)(=O)N2CCOCC2)cc1 | -2.7% | . | -5.4% | 15.7% | . | . | . | . | 14.8
O=C(NNc1ccccc1[N+](=O)[O-])Nc1cccc(Cl)c1 | -2.5% | -5.3% | 0.9% | 1.6% | -8.6 | 1.2% | -9.1% | -20.4% | -2.0
O=C(CCCN1C(=O)c2cccnc2C1=O)Nc1ccc(F)cc1Cl | -0.3% | 6.8% | 2.5% | 16.7% | 22.2 | 6.5% | 4.5% | 0.8% | -8.6
Cc1ccc(/C=C/C(=O)Nc2cc(S(=O)(=O)N3CCCCCC3)ccc2OCC(F)(F)F)o1 | -4.1% | ? | 0.2% | ? | 0.0 | 4.2% | -1.0% | ? | -4.8
CC(C)(C)NC(=O)CSc1nnc(C2CC2)n1-c1ccccc1 | 8.8% | -4.1% | ? | ? | -1.3 | 22.1% | 10.2% | -0.1% | 7.7
C[C@H](c1ccccc1)N1C[C@H](COCc2ccccc2)Oc2cc(N3CC[C@@H](N(C)C)C3)ccc2S1(=O)=O | 14.5% | . | ? | -10.6% | 46.7 | 7.5% | 5.6% | . | -0.5
Cc1ccc(CSC2=Nc3ccccc3C3=NC(CCC(=O)NCc4cccs4)C(=O)N23)c(C)c1 (stereo not drawn) | -4.1% | . | 2.9% | 25.9% | . | . | . | . | -1.6
CCSc1ccccc1C(=O)NCc1ccc(OC)cc1 | 3.9% | ? | 17.7% | 20.6µM* | -5.2 | -4.3% | 0.9% | -9.5% | 5.5
CCCN1C(=O)c2ccc(C(=O)Nc3ccccc3C(=O)O)cc2C1=O | 1.3% | 1.6% | 5.1% | 16.7% | 11.4 | -3.6% | 0.3% | -3.1% | 9.5
COCCN(C(=O)COC(=O)c1ccccc1Oc1ccccc1)c1c(N)n(Cc2ccccc2)c(=O)[nH]c1=O | 6.5% | 0.3% | ? | -3.4% | i | -0.6% | -1.6% | 20.6µM* | -6.5
Cc1ccc(S(=O)(=O)Oc2ccc(/C=C(/NC(=O)c3ccccc3)C(=O)NCCC(=O)O)cc2)cc1 | 9.3% | 2.7% | 9.6% | -1.4% | 0.0 | -3.1% | 5.4% | -0.2% | 4.4
O=C1c2cccc3cc(Br)cc(c23)C(=O)N1Nc1ccccc1 | -1.0% | 1.7% | 2.1% | ? | -21.4 | -19.6% | -7.8% | -1.4%[9.22 µM] | 0.9
c1ccc(-c2cc(-c3ccccc3)n3ncnc3n2)cc1 | -10.0% | 3.0% | -8.6% | 11.0% | -11.1 | -2.2% | 0.9% | 0.8% | -9.3
CCCNC(=O)Cn1cnc2sc(C(=O)N3CCCC(C(=O)OCC)C3)c(C)c2c1=O (stereo not drawn) | 0.9% | -1.9% | 3.6% | 1.0% | 3.2 | 0.3%[9.24 µM] | 4.4% | -5.5% | 2.0
O=C(O)C1Cc2[nH]cnc2C(c2ccc(F)cc2)N1 (stereo not drawn) | 0.8% | ? | 9.8% | -7.0% | -13.8 | 0.1% | 0.4% | -0.1% | -0.6
O=C(Nc1ccc(NC(=S)NC(=O)c2ccco2)cc1)c1ccccc1 | -11.6% | -7.5% | 13.3% | ? | 10.6 | -0.5% | -1.5% | -15.1% | 0.7
CN(C)CCN(Cc1cc2cc3c(cc2[nH]c1=O)OCCO3)C(=S)NCC1CCCO1 (stereo not drawn) | -0.1% | -3.4% | 3.1% | -10.2% | 0.0 | -3.9% | -5.7% | 0.4% | -7.1
Cn1c(=O)c2c(SCC(=O)N3CCOCC3)nc(-c3ccccc3Cl)nc2n(C)c1=O | -0.9% | 4.5% | . | . | -9.5 | 6.1% | -1.4% | -1.9% | 16.3
Cc1ccccc1C(=O)NC(=S)NCc1cccnc1 | -3.2% | -5.6% | 0.0% | -24.0% | 0.0 | 2.7% | 12.3% | -4.6% | 1.0
CCn1c(=O)c2sccc2n2c(CCCC(=O)N3CCN(c4cccc(Cl)c4)CC3)nnc12 | -5.3% | . | 4.9% | -5.9% | . | . | . | . | 6.4
O=S(=O)(NCC(Nc1ccc(Cl)cc1)c1ccccc1)c1ccccc1 (stereo not drawn) | ? | 4.61µM* | ? | 18.4µM*! | -92.0* | ? | ? | ? | -1.7&2.5
CCN(CC)CCN(C(=O)CCS(=O)(=O)c1ccccc1)c1nc2cc(C)cc(C)c2s1 | ? | 20.6% | -4.0% | -7.1% | -101.8* | ? | ? | 29.6% | -26.1
CCc1ccccc1NC(=O)Cn1c(=O)n(Cc2ccco2)c(=O)c2ccccc21 | 1.3% | . | -13.3% | -12.3% | . | . | . | . | -5.1
O=C(NCc1ccc2c(c1)OCO2)c1ccc(S(=O)(=O)N2CCCCC2)cc1 | 4.6% | 1.1% | 5.9% | 0.0% | -13.2 | -9.5% | -1.1% | -14.0% | -0.7

Complete entries from above. Order of values: HEK293 tox	MCF10A rereplic	KB-3-1 tox	KB-V1 MDR tox	IL1B secr inh	HT1080 IDH1KD tx	HT1080NT lethal	SW480 rereplic	DRD3 agonist
Entry for CCCN1C(=O)c2ccc(C(=O)Nc3ccccc3C(=O)O)cc2C1=O → 1.3%	1.6%	5.1%	16.7%	11.4	-3.6%	0.3%	-3.1%	9.5
Entry for Cc1ccccc1C(=O)NC(=S)NCc1cccnc1 → -3.2%	-5.6%	0.0%	-24.0%	0.0	2.7%	12.3%	-4.6%	1.0
Entry for CC(C)(C)NC(=O)CSc1nnc(C2CC2)n1-c1ccccc1 → 8.8%	-4.1%	?	?	-1.3	22.1%	10.2%	-0.1%	7.7

Going on with the list:
SMILES | HEK293 tox | MCF10A rereplic | KB-3-1 tox | KB-V1 MDR tox | IL1B secr inh | HT1080 IDH1KD tx | HT1080NT lethal | SW480 rereplic | DRD3 agonist
CCn1cnc2cc(NC(=O)c3ccco3)ccc21 | -5.4% | -1.7% | 0.8% | -2.7% | -13.0 | 12.4% | 14.6% | 1.0% | -1.0
COC(=O)c1ccc2c(=O)[nH]c(CN3c4ccccc4CC3C)nc2c1 (stereo not drawn) | -4.5% | -0.7% | 20.3% | ? | 14.1 | 12.7% | 5.7% | -0.6% | -1.7
COc1cccc(-c2c(C(=O)N/N=C/c3ccc(C)o3)nnn2-c2nonc2N)c1 | -3.9% | 9.1% | ? | ? | ? | -5.3% | ? | -0.9% | -3.2
Cc1ccc(S(=O)(=O)N2CCC(C(=O)OCC(=O)Nc3cc(S(C)(=O)=O)ccc3Cl)CC2)cc1C | -2.5% | 0.7% | -5.9% | 0.0% | 34.5 | 15.4% | 10.5% | 2.0% | 1.4
O=C(N/N=C/c1ccccc1C(=O)O)c1ccncc1 | 9.2% | -5.6% | 1.0% | ? | 18.5 | 5.7% | 9.6% | 5.8% | 7.2
CCCCC(=O)Nc1cc(NC(=O)CC)ccc1Cl | -14.0% | -0.3% | -2.6% | 0.9% | 17.9 | 6.6% | 3.4% | ? | 1.7
Cc1ccccc1-n1c(SCC(=O)Nc2ccccc2)nc2nc3c(cc2c1=O)CCCC3 | -17.4% | 16.9% | ? | ? | -5.4 | -4.0% | -7.1% | 2.0% | 2.3
COc1ccc(-c2nc(CS(=O)CC(=O)NC3CCCC3)c(C)o2)cc1OC (stereo not drawn) | 0.8% | -5.3% | 1.8% | 9.6% | 13.1 | 3.9% | 7.8% | 4.1% | 6.4
O=C1N(Cc2cccc(Cl)c2)C[C@@H]2C[C@@H](c3ccco3)N3CCC[C@@]123 | 3.6% | ? | -2.6% | 4.0% | 4.4 | 20.9% | 1.3% | -5.2% | 5.2
Cc1ccc(S(=O)(=O)N2CCC(C(=O)OCC(=O)NC(C)c3ccc(F)cc3)CC2)cc1C (stereo not drawn) | 2.8% | -3.7% | 7.3% | 6.1% | 27.6 | 3.9% | 2.1% | -6.4% | -0.6
O=C(COC(=O)c1ccc2ccccc2c1O)Nc1ccccc1 | 1.0% | -2.1% | 10.0% | -1.0% | 8.7 | -12.1% | -2.4% | -3.7% | -5.5
Cc1c(NS(=O)(=O)CC23CCC(CC2=O)C3(C)C)c(=O)n(-c2ccccc2)n1C (stereo not drawn) | -8.5% | -1.6% | -5.4% | 6.3% | -17.4 | -1.9% | -4.0% | -0.5% | 1.9
COC(=O)C=C1CCC2C3CCC4=CC(=O)CCC4(C)C3C(=O)CC12C (stereo not drawn) | 1.9% | 2.9% | 14.1% | 8.1% | -16.7 | 6.7% | 17.0% | -0.6% | 6.7
CCC(=O)Nc1ccc(C(=O)Nc2cccc(OC)c2)cc1 | -0.9% | -24.0% | ? | ? | -19.4 | 5.8% | 4.9% | -5.2% | 1.3
C=CCSc1nc(C)cc(C(=O)OCC)c1C#N | 5.2% | -0.6% | 6.4% | -8.4% | -8.2 | 4.0% | 10.9% | 4.4%[9.22 µM] | 6.1
COc1ccc(N(C(=O)c2ccc(C)cc2)S(=O)(=O)c2ccc(Cl)cc2)cc1 | -3.4% | . | 29.9% | -3.3% | . | . | . | . | -0.2
COc1ccc(C2Nc3ccccc3NC3=C2C(=O)CC(C)(C)C3)c(OC)c1OC (stereo not drawn) | -0.2% | -3.8% | 0.5% | -15.6% | 17.8 | 2.3% | 11.0% | -2.5% | 0.2
Cc1cccc(-c2cc3c(N=O)c4ccccc4c-3n[nH]2)c1 | 15.9% | ? | -29.1% | ? | 20.9 | 2.6% | 5.5% | -11.2% | 0.8
CS(=O)(=O)NCCNc1ccc(Cl)cc1[N+](=O)[O-] | -25.5% | 11.5% | 1.7% | 6.6% | -15.9 | -0.9% | -0.3% | 5.8% | -5.9
